DAX1 inh-1 – blocks DAX1 repression of SF-1 activated StAR promoter; inhibition, % at 6.8 µM; 370,000 compounds, 1.1% hits; AID 652010; HEK293T StAR-luciferase reporter, SF-1/DAX-1 repression relief;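 active means inhibition above the mean over all tested compounds plus 3 SD, cut at about 3.6% in these data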;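 further: 0% = DAX-1 cells with DMSO and 100% = cells lacking DAX-1 with DMSO; higher inhibition means more luminescence from relief of DAX-1 repression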
hgDAF12 agonist – activates the H. glycines DAF-12 receptor ligand-binding domain; HEK293 GAL4-hgDAF12 UAS-luciferase reporter, agonist luminescence; normalized to butyrate control; activation, % at 6.8 µM; 370,000 compounds, 1.8% hits;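 active means activation above a cutoff set at the mean of all screened compounds plus 3 SD, cut at about 10% in these data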;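 further: 0% = DMSO wells and 100% = sodium butyrate wells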
DAX1 inh-2 – NR0B1 (DAX1) inhibition | P51843 | HEK293 Gal4-DAX1 luciferase reporter, luminescence | inhibition, % at 6.75 µM | 340,000 compounds, 0.99% hits | AID 504766;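 active means inhibition above the mean over all tested compounds plus 3 SD, cut at about 4.2% in these data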;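 further: 0% = DAX1-transfected cells with DMSO and 100% = empty-vector control cells with DMSO; inhibition shows as a rise in luminescence from relieved DAX1 repression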
Target sequence (P51843 207-470 limits assumed): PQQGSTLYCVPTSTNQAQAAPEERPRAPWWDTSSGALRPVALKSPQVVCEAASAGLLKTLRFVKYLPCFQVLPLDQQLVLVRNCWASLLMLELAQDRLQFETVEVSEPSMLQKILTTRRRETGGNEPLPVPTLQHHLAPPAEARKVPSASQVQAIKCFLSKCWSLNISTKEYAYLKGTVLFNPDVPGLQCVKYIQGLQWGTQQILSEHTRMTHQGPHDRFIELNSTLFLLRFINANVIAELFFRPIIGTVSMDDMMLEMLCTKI
sPLA2-III inh – Blocks human group III sPLA2 activity; Q9NZ20; QFRET BODIPY PC-A2 liposome hydrolysis, fluorescence; inhibition, % at 12.2 µM; 370,000 compounds, 0.56% hits;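 active means inhibition above mean plus 3 SD of compounds lying within the high and low control bounds, cut at about 19% in these data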;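 further: 0% = median of test compound wells and 100% = no enzyme DMSO wells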
Target sequence (Q9NZ20 whole entry, looked up): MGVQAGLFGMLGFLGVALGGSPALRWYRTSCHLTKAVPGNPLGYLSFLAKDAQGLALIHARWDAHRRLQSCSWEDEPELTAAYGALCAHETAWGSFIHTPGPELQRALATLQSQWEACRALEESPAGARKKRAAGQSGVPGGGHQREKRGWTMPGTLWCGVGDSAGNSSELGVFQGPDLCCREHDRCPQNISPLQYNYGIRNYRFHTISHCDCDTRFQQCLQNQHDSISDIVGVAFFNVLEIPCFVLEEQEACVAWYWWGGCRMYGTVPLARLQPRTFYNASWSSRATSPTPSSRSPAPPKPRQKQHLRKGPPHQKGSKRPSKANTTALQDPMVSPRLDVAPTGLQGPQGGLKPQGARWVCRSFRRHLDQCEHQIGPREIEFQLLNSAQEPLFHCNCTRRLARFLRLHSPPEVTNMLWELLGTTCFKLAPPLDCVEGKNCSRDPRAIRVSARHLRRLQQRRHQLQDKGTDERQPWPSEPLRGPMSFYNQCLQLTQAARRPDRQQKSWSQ
proKLK7 act – activators of human kallikrein-7 zymogen | activation, % at 7 µM | 370,000 compounds, 0.9% hits | purified proKLK7, EDANS-DABCYL substrate fluorescence; 100% is mature enzyme control, 0% vehicle | P49862;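 active means activation above the mean of all tested compounds plus 3 SD, computed per campaign excluding outliers beyond control limits, cut at about 13% in these data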
Target sequence (P49862 whole entry, looked up): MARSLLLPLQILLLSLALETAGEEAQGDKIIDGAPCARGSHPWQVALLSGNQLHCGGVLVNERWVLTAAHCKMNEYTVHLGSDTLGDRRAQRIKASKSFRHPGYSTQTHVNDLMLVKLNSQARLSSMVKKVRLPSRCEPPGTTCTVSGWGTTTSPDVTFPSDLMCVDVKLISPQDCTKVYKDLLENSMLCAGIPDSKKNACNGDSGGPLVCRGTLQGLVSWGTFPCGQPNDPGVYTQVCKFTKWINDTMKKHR
GC-B act – GC-B (human) receptor activation. HEK293-GC-B cells, CNP EC30, cGMP TR-FRET; 0% at EC30 CNP, 100% saturating CNP. activation, % at 10 µM. 370,000 compounds, 0.11% hits. AID 1920062;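 active means activation at 10 µM reaching about 35% in either raw or pattern-adjusted values, limit read from the data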
ssDAF-12 act – activators of S. stercoralis DAF-12 nuclear receptor; HEK293 ssDAF-12/GRIP1 lit1-tk-luc reporter, luminescence; % of 3 µM dafachronic acid response; activation, % at 6.8 µM; 370,000 compounds, 1% hits; AID 652126;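 active means activation above the mean over all tested compounds plus 3 SD, cut at about 0.9% in these data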;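 further: 0% = DMSO-only wells and 100% = 3 µM delta7-dafachronic acid wells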
hcDAF12 agonist – activators of H. contortus DAF-12 nuclear receptor; HEK293 hcDAF-12 lit1-tk-luc reporter, luminescence; 0% DMSO, 100% Δ7-dafachronic acid; activation, % at 6.8 µM; 370,000 compounds, 1.4% hits; AID 652067;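 active means activation above the mean of all tested compounds plus 3 SD, cut at about 5.5% in these data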;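 further: 100% = response to 3 µM Δ7-dafachronic acid high control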
SMARCA2 activ – increases SMARCA2 function in MMTV reporter cells; 370,000 compounds, 1% hits; activation, % at 9.1 µM; MG213 cells, MMTV-luciferase reporter, dexamethasone, overnight; AID 652017; in the data active means activation above about 7.8%;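 further: 0% = vehicle wells and 100% = reference activator wells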
GAA850 FXN act – activators of GAA850 frataxin (FXN) promoter. HEK293 lucGAA850 FXN promoter luciferase reporter, 24 h; percent of 10 µM SAHA response. activation, % at 6 µM. 360,000 compounds, 0.56% hits;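 active means activation above the average of all compounds screened plus 3 SD, cutoff fixed separately per campaign, cut at about 7.5% in these data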;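 further: 0% = DMSO wells and 100% = 10 µM SAHA wells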
NPR1 activator – GC-A (human) enzyme activation; HEK293 GC-A cells, cGMP TR-FRET, EC30 ANP; 0% at EC30 ANP, 100% saturating ANP; P16066; 370,000 compounds, 0.14% hits; activation, % at 10 µM; in the data active means activation above about 40%
An asterisk follows results filed as active; / = no result given.

SMILES	DAX1 inh-1	hgDAF12 agonist	DAX1 inh-2	sPLA2-III inh	proKLK7 act	GC-B act	ssDAF-12 act	hcDAF12 agonist	SMARCA2 activ	GAA850 FXN act	NPR1 activator
Cc1c(C(=O)CN2CCSCC2)c2ccccc2n1C	0.3	-0.1	-0.2	4	0.6	3	-1.2	-0.7	0	1.2	1
O=C(CSc1nc2ccccc2s1)NC(=O)NCc1ccco1	0.4	2.0	2.3	-32	-0.5	1	1.4*	5.3	1	0.0	1
COc1cccc(CNC(=O)[C@H]2CCCN2C(=O)[C@H]2CCCN2C(=O)c2cccc(Cl)c2)c1	-0.4	-0.7	/	3	0.7	1	-0.6	-0.1	-1	/	-3
O=C(COc1cccc2ccccc12)N1CCN(c2ccccn2)CC1	0.3	0.7	-1.2	11	-0.2	1	-0.8	-0.9	-1	2.5	-4
CCOc1ccc(C(=O)NC(C)(C)CC)cc1	0.0	0.8	1.1	10	-0.2	-1	-0.2	-1.0	-2	2.1	4
CCOC(=O)[C@]12CCC=C1N(Cc1cccc3ccccc13)C(=O)[C@H](CC(=O)N1CCC(c3ccccc3)CC1)C2	0.2	-1.2	/	-16	0.1	0	-1.0	-2.2	-4	/	-2
COc1ccc(OC)c(S(=O)(=O)N/N=C(/C)c2c[nH]c3ccccc23)c1	-1.4	-0.7	-0.4	4	0.4	6	-0.1	2.0	3	-1.9	1
Cc1cc(C(O)c2ncc(-c3ccc(Cl)cc3)[nH]2)ccc1F (configuration not stated)	-1.3	1.0	/	-7	0.1	-7	-1.1	-0.7	-7	0.7	-2
O=C(COC(=O)c1ccccn1)NCc1cccc(Cl)c1	1.2	-2.1	-0.1	5	0.0	4	-0.5	-0.4	-1	-1.5	1
COc1ccc(NS(=O)(=O)c2ccc(C)c(C(=O)N3CCCCCCC3)c2)cc1	-1.8	2.1	-0.3	-6	0.0	3	-0.2	0.3	0	-0.6	-4
C/C(=N/NS(=O)(=O)c1ccc(Cl)cc1)c1cccc(O)c1	0.8	-0.1	0.7	2	-0.3	-1	-1.7	-0.8	2	0.9	0
CC1CN(C(=O)c2cc3c(=O)n4ccccc4nc3s2)CC(C)O1 (configuration not stated)	0.2	3.0	0.7	5	26*	0	0.2	2.3	3	3.5	4
Cc1oc(C(C)(C)C)cc1C(=O)NCC(=O)NCC(=O)O	0.1	-2.5	0.5	6	-0.7	2	-0.9	-3.0	-4	-0.1	-2
O=C(NC1CCCC1)C(c1ccncc1)N(Cc1ccccc1F)C(=O)c1csnn1 (configuration not stated)	0.1	0.9	1.1	-2	0.0	1	-1.4	-1.8	-3	2.4	-1
CCOC(=O)c1ccc(NC(=O)CSC2=NN3CCCC(=O)N=C3S2)cc1	-2.5	-0.4	0.4	6	0.6	-2	-1.1	-1.9	-1	0.7	-3
O=C(c1nnc(-c2ccc(Cl)cc2)o1)C1CCCC1	1.2	3.1	1.8	-14	0.8	-1	-1.0	1.3	2	1.4	2
Cc1onc(-c2ccccc2Cl)c1C(=O)N1CCCc2ccccc21	-0.2	-1.8	-1.5	-6	0.0	0	-1.9	-2.0	-3	-0.3	-3
CC(=O)Nc1ccc(S(=O)(=O)N2CCN(C(=O)c3ncoc3-c3cccc(F)c3)CC2)cc1	-0.4	-0.1	-0.3	6	-0.4	-5	-1.0	-0.7	-4	1.4	2
O=C(O)CC1NC(=S)N(Cc2ccccc2)C1=O (configuration not stated)	0.6	1.9	-0.8	-11	-0.8	3	-1.1	0.2	-2	-2.1	6
CC(C)(C)c1nnc2sc(SCC(O)=C(C#N)c3nc4ccccc4[nH]3)nn2c1=O	0.1	-1.0	0.8	-4	-0.2	-3	-0.2	1.3	-4	-1.1	-1
OC(Cc1cccc(C=NN2CCOCC2)n1)(C(F)(F)F)C(F)(F)F	-0.5	0.1	0.7	12	-0.6	0	-1.1	2.0	-2	2.5	-1
CN(C)C(=O)CN1CCN(c2nc3nonc3nc2N2CCCCC2)CC1	-0.6	-1.3	2.0	0	0.1	0	-0.4	-1.2	-4	0.0	0
Cc1cccc(CNc2ccc(C(CC(N)=O)NC(=O)c3cccc(Br)c3)cc2[N+](=O)[O-])c1 (configuration not stated)	-0.1	0.7	0.6	2	0.2	-2	-0.9	-0.8	1	-1.4	4
Cc1cc(/C=N\NC(=O)CC(=O)NC2CCCCC2)c(C)n1-c1ccc(Cl)c(Cl)c1	-1.1	-1.4	-0.5	-16	-0.9	-1	-1.9	0.0	-3	2.2	-4
C[C@H](NC(=O)[C@@H]1Cc2ccccc2CN1C(=O)OC(C)(C)C)C(=O)NCC1CCCO1 (some centres not stated)	0.1	-1.6	1.3	-2	-0.7	5	-0.7	-0.5	3	0.8	1

Random excerpt: four entries already listed, in no set order.
SMILES	DAX1 inh-1	hgDAF12 agonist	DAX1 inh-2	sPLA2-III inh	proKLK7 act	GC-B act	ssDAF-12 act	hcDAF12 agonist	SMARCA2 activ	GAA850 FXN act	NPR1 activator
CC(C)(C)c1nnc2sc(SCC(O)=C(C#N)c3nc4ccccc4[nH]3)nn2c1=O	0.1	-1.0	0.8	-4	-0.2	-3	-0.2	1.3	-4	-1.1	-1
Cc1c(C(=O)CN2CCSCC2)c2ccccc2n1C	0.3	-0.1	-0.2	4	0.6	3	-1.2	-0.7	0	1.2	1
Cc1cc(C(O)c2ncc(-c3ccc(Cl)cc3)[nH]2)ccc1F (configuration not stated)	-1.3	1.0	/	-7	0.1	-7	-1.1	-0.7	-7	0.7	-2
O=C(NC1CCCC1)C(c1ccncc1)N(Cc1ccccc1F)C(=O)c1csnn1 (configuration not stated)	0.1	0.9	1.1	-2	0.0	1	-1.4	-1.8	-3	2.4	-1

Continued:
SMILES	DAX1 inh-1	hgDAF12 agonist	DAX1 inh-2	sPLA2-III inh	proKLK7 act	GC-B act	ssDAF-12 act	hcDAF12 agonist	SMARCA2 activ	GAA850 FXN act	NPR1 activator
Nc1[nH]c(C(=O)c2ccccc2)c(-c2ccc(Br)cc2)c1C(=O)N1CCN(CCO)CC1	/	3.1	/	1	/	-2	-1.9	-0.4	/	/	-3
COc1ccc(-c2cc(NC=O)c3ncc(-c4cccc(C(=O)N(C)C)c4)n3c2)cn1	0.3	-1.7	/	-9	0.9	4	-1.2	-1.8	-3	1.6	9
O=S1(=O)CC2c3ccccc3CN2CN1Cc1ccccc1 (configuration not stated)	0.4	-1.7	/	10	-0.4	-4	-0.8	1.9	-1	/	3
Cc1ccc(/C=N/NC(=O)c2cc3c(s2)CCCC3)o1	1.4	4.7	-0.2	-22	0.4	0	-1.2	1.2	1	3.2	-2
Cc1cc(S(=O)(=O)Nc2cccnc2)c(Cl)cc1Cl	0.0	-0.5	-0.2	-6	-0.1	1	-1.0	-2.4	0	1.9	-1
O=C(O)CCSc1nnc(SCC(=O)NCC(F)(F)F)s1	-0.2	0.4	0.1	-1	0.2	-3	-0.6	1.7	-1	0.6	0
Cn1nc(C(=O)Nc2ccc(S(=O)(=O)Nc3ncccn3)cc2)ccc1=O	0.3	4.0	5.1*	3	-0.2	0	-0.6	-1.7	-3	-2.6	-1
C[C@H](CO)N1C[C@H](C)[C@@H](CN(C)C(=O)NC2CCCCC2)Oc2ccc(NC(=O)Cc3ccccc3)cc2C1=O	-1.1	-0.7	1.8	7	0.5	-7	-1.3	-0.5	-1	-0.2	4
CCCCNC(=O)N(O)C1N(/N=C/c2cccs2)C(=S)SC1(C)C (configuration not stated)	-0.3	-0.7	0.0	-9	-0.2	3	-1.5	0.1	-2	3.2	-4
COc1ccccc1C(=O)Nc1c2c(nn1-c1ccc([N+](=O)[O-])cc1)CS(=O)(=O)C2	-0.4	0.7	0.5	0	0.9	-1	-1.5	-1.9	1	0.3	0
COc1cccc(NC(=O)CN(C)C(=O)c2cccnc2Sc2ccc(C)c(C)c2)c1	-0.6	-13	-0.9	-6	0.4	-4	-1.1	-2.5	-3	-0.5	-2
CC12COC3(C(=O)Nc4ccccc4)CC1CCC32C (configuration not stated)	0.3	-2.5	1.1	5	0.4	2	-0.9	-1.1	0	2.0	-4
O=C(Nc1ccccc1)Nc1nnc(-c2ccccc2)s1	0.1	-0.1	0.9	17	-0.4	5	-1.2	-1.2	-4	0.7	10
NS(=O)(=O)c1ccc(NC(=O)COC(=O)c2ccc3c(c2)OCCO3)cc1	1.6	0.6	1.0	-7	-0.2	-9	-1.3	-1.9	0	0.6	-3
O=C(c1ccc(COc2c(F)c(F)c(F)c(F)c2F)o1)N1CCOCC1	-0.1	-1.7	1.6	-3	-0.2	2	-0.4	-1.3	0	2.7	4
CCn1c2ccccc2c2cc(N=C3SC(CC(=O)Nc4ccccc4OC)C(=O)N3C)ccc21 (configuration not stated)	0.1	-1.3	1.5	0	-0.1	-1	-0.9	-1.7	2	-0.1	-1
CC(=O)c1cccc(CN2CCCC(C(=O)Nc3ccc(-c4ccco4)cc3)C2)c1 (configuration not stated)	-0.9	1.1	0.1	-15	0.6	-3	-1.4	1.3	-1	0.4	0
Cc1c(NC(=O)C(C)OC(=O)c2c3c(nc4ccccc24)CCC3)c(=O)n(-c2ccccc2)n1C (configuration not stated)	-0.2	-0.7	-0.5	-1	-1.3	3	-2.0	-0.2	3	-1.0	-1
CCOc1cc(CNn2cnnc2)cc(Br)c1OCC(=O)NC1CCCCC1	-0.3	-1.8	-0.6	-4	-0.4	0	-0.9	-1.4	1	1.0	0
O=S(=O)(NC1CCCCC1NS(=O)(=O)c1ccc(F)cc1)c1ccc(F)cc1 (configuration not stated)	-0.2	0.0	-0.4	-3	-0.2	2	-1.6	1.4	4	-0.6	-1
N#Cc1cc2c(nc1SCc1ccc(Cl)nc1)CCCCC2	-0.1	-2.2	-2.4	-2	-0.4	-1	-0.7	-0.9	2	2.5	-6
O=C(O)CCCNC(=O)c1ccccn1	-0.5	2.4	-0.1	3	0.3	-1	-1.4	0.3	1	1.5	3
CC[C@@H](NS(=O)(=O)c1ccc(C)cc1)C(=O)Oc1ccc2c3c(c(=O)oc2c1)CCC3	-0.7	-2.4	0.0	-11	241*	-8	-1.1	-0.7	-1	2.3	2
N#Cc1ccc(COc2ccc(CCO)cc2-n2nc3ccccc3n2)cc1	-1.1	-1.3	-1.5	-22	-0.1	-10	-1.6	-2.5	0	3.2	-4
CC(C)(C)OC(=O)NCCc1onc(-c2ccc([N+](=O)[O-])cc2)c1C(=O)O	-0.3	-0.4	1.0	1	0.3	-3	-0.6	-1.4	-1	0.4	2
CCOC(=O)C1(C(C)(C)CC)CC(CSc2nc3ccccc3[nH]2)OC1=O (configuration not stated)	-1.9	-1.1	-0.9	-15	0.0	-7	-1.4	-0.8	-3	-1.9	-4
Cc1nc(NC(=O)CSc2nnc(C3CC3)n2N)c(Cl)cc1Cl	-0.5	-1.8	0.2	-1	-0.4	-1	-0.8	-0.3	-3	-1.9	-4
N#Cc1c(N)n(-c2ccc(O)cc2)c2nc3ccccc3nc12	-1.0	-6.7	-1.1	-12	1.9	1	-1.4	-2.0	-3	1.6	-1
CC(C)(C)C(=O)Nc1ccc(C(=O)Nc2cc(NC(=O)c3ccc(NC(=O)C(C)(C)C)cc3)cc(C(=O)O)c2)cc1	-0.3	-0.8	-0.2	-3	0.2	-8	-1.7	-0.9	2	0.4	0
